RAD52 inh: RAD52 DNA annealing inhibitors, primary screen, biochemical, FRET, single point, set 2 | DNA repair protein RAD52 homolog (Homo sapiens), P43351 | recombinant RAD52 DNA annealing, FRET fluorescence | inhibition, % at 18.7 µM | hit rate 0.46% among 360,000 | AID 651710, 2012;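 active = every replicate showing at least 50% inhibition; inconclusive = mean inhibition at least 50% but not in every replicate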
Target sequence (P43351 whole entry, looked up): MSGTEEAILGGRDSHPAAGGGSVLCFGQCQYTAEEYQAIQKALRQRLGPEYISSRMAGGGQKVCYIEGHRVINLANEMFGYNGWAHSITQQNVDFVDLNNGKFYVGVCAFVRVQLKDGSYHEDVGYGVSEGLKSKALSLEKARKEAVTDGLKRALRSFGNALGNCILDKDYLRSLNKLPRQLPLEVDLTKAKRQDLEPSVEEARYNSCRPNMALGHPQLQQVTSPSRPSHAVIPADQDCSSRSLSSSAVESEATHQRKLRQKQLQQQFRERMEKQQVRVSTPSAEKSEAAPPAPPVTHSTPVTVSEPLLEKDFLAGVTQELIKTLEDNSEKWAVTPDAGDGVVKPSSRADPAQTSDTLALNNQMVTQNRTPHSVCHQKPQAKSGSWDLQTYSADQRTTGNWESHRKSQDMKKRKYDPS
RAD54 branch: inhibitors of human RAD54 branch migration, primary screen, biochemical, fluorescence, single point; DNA repair and recombination protein RAD54-like (Homo sapiens), Q92698; RAD54 Holliday junction branch migration, FAM/BHQ fluorescence; inhibition, % at 10.4 µM; hit rate 0.14% among 360,000;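 active = mean normalized replicate activity at least 40 and at least half of replicates scoring 40 or more; inconclusive = only one of the two criteria met; inactive = mean below 40 and under half of replicates reaching 40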;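 also: 0% = median of neutral control wells and 100% = median of positive control wells; inhibitors cause a drop in the FAM fluorescence signal; in these data hits start at about 50%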
E-sel inducer: E-selectin induction in HUVECs, primary screen, imaging, HUVEC, immunofluorescence imaging, single point | P16581 | normalized: neutral wells 0, TNF-alpha wells 100 | activation, % at 7.58 µM | hit rate 0.37% among 260,000 | AID 686992, 2013;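 active = mean E-selectin-positive cell signal at least 10% of the positive control, reached in at least 60% of replicates, without over 20% cell loss; inconclusive = no rule given, readout overlaps actives, possibly toxicity-flagged; inactive = the rest, including those meeting only one limit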;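 also: in these data hits start at about 27%; measured in HUVEC primary endothelial cells; signal is the percent of cells scored E-selectin positive by PE staining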
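Test system: HUVEC; input: 3,000 HUVEC/well; measured by: immunofluorescence imaging; read-out: % PE-positive cells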
ARNT TACC3 PPI: disruptors of ARNT/TACC3 protein interaction, primary screen, biochemical, AlphaScreen, single concentration; Transforming acidic coiled-coil-containing protein 3 (Homo sapiens), Q9Y6A5; AlphaScreen His-ARNT PAS-B/GST-TACC3 binding, luminescence; TACC3 fragment carries E629A point mutation; inhibition, % at 9.99 µM; hit rate 0.66% among 390,000; AID 623870, 2012;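 active = mean inhibition of replicates at least 50% and at least half of replicates each reaching 50%; inconclusive = half or more replicates reach 50% but mean below 50%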;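 also: 0% = complete ARNT plus TACC3 wells and 100% = ARNT alone without TACC3; many hits fall short of the cut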
esBAF inh: Bmi1 luciferase reporter increase in mESCs, primary screen, esBAF inhibitor project, mouse ES cells, Bmi1 luciferase knock-in, single point. 24 h; 100% = twice the neutral-well signal. hit rate 2% among 350,000. reporter increase, % at 12.5 µM; in the data active = activation above about 40%; inconclusive = no clear call, values can overlap the other calls;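 also: 0% = median of the plate's neutral control wells and 100% = double that signal; a rise in the Bmi1 reporter signal indicates esBAF inhibition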
ERp5 block: inhibitors of ERp5-driven insulin aggregation, primary screen, biochemical, turbidity, absorbance 650 nm, single point; Protein disulfide-isomerase A6 (Homo sapiens), Q15084; inhibition, % at 9.99 µM; hit rate 0.05% among 350,000; 90 min;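 active = mean replicate inhibition above about 25%, with every replicate also reaching it, limit read from the data, passing the limit was not always enough; inconclusive = only one of those two criteria met; inactive = neither criterion met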
PglD inh: C. jejuni PglD acetyltransferase inhibitors, primary screen, biochemical, DTNB colorimetric, single point; UDP-N-acetylbacillosamine N-acetyltransferase PglD (Campylobacter jejuni); purified PglD enzyme, DTNB colorimetric CoA detection; inhibition, % at 12.5 µM; hit rate 0.098% among 360,000; AID 602405, 2012; in the data active = inhibition above about 16%, passing the limit was not always enough; inconclusive = no clear call, values can overlap the other calls; also: strong numbers were not always called active
CASP6 VEID inh: human caspase-6 inhibitors, primary screen, biochemical, VEID-R110 fluorescence, single point, set 2; P55212; purified caspase-6, Z-VEID-R110 cleavage fluorescence; inhibition, % at 12.5 µM; hit rate 0.53% among 350,000; AID 686996, 2013;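 active = mean inhibition across replicates at least about 35%, with every replicate also reaching that limit, limit read from the data; inconclusive = only one of the two criteria met; inactive = neither criterion met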;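 also: 0% = median of neutral control wells and 100% = no fluorescence left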
Target sequence (P55212 24-179 limits assumed): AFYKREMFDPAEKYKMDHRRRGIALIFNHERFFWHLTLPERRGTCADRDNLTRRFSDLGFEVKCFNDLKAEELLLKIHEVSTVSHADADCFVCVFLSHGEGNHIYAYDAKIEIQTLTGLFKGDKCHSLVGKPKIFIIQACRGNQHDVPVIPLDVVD
Target sequence (P55212 194-293 limits assumed): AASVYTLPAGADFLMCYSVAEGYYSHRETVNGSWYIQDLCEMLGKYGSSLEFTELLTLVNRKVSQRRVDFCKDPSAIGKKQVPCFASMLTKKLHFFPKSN
* = called active by the depositor; ? = inconclusive; · = no result given.

SMILES	RAD52 inh	RAD54 branch	E-sel inducer	ARNT TACC3 PPI	esBAF inh	ERp5 block	PglD inh	CASP6 VEID inh
O=C(Nc1cccc(C(=O)N2CCOCC2)c1)C1CC1	-6	-7	0.0	1	-1	0	0	-4
Cc1ccc(C2(C)NC(=O)N(CC(=O)NC(=O)NC(C)(C)C)C2=O)cc1 (centres undefined)	-8	1	0.1	-3	·	1	4	3
O=C(CSc1ncnc2sc3c(c12)CCC3)N1CCOCC1	-28	·	0.5	5	0	2	·	20
O=S(=O)(NOCc1ccc(Cl)cc1)c1ccc(Cl)cc1	-5	-11	-0.1	0	0	3	-4	-1
CC1=C(C(=O)OC(C)(C)C)C(c2cccc3ccccc23)NC(=O)N1 (centres undefined)	-13	-1	·	-7	-13	1	1	3
CCCOc1ccc(S(=O)(=O)n2cc(Br)c(=O)[nH]c2=O)cc1	-6	-10	·	-3	-1	1	1	·
O=C(O)CC1(CC(=O)Nc2ccccc2C(=O)c2ccccc2)CCCC1	-5	·	·	-4	·	2	·	0
CN1CCN(S(=O)(=O)c2cccc(C(=O)Nc3ccccc3N3CCCC3)c2)CC1	-4	-9	·	2	6	-1	2	-3
COc1cccc(N(CC(=O)NCCSc2ccccn2)S(=O)(=O)c2ccccc2)c1	5	-1	-0.1	29	-1	2	2	0
Cc1nc2ccccc2nc1N1CCC(C)CC1	·	-3	-0.8	0	4	·	-2	·
Cc1cccc(-n2c(CCCN3C(=O)c4ccccc4C3=O)nc3ccccc3c2=O)n1	·	-5	·	-15	-9	·	4	·
COc1cccc(C2NC(=S)N(Cc3ccc(Br)cc3)C(C)=C2C(C)=O)c1 (centres undefined)	-3	·	0.3	·	·	4	·	-4
CCOc1cc2c(cc1OCC)CN(C(=O)c1cccc(S(=O)(=O)N3CCCC3)c1)CC2	1	-17	·	·	-12	-12	3	-2
C[C@@H]1CN([C@@H](C)CO)C(=O)c2c(c3ccccc3n2C)-c2ccccc2CO[C@H]1CN(C)C(=O)Nc1ccccc1C(F)(F)F	21	·	-0.3	·	·	-4	·	-1
O=C(O)c1nn2c(C(F)(F)F)cc(-c3cccs3)nc2c1Cl	-31	·	-0.5	35	·	2	·	6
CCOC(=O)C1=C(CSc2nc3ccccc3s2)NC(=O)NC1c1cccc([N+](=O)[O-])c1 (centres undefined)	-9	·	·	5	·	3	·	2
Cc1ccc(NC(=O)c2oc3ccc(S(=O)(=O)N4CCOCC4)cc3c2C)cc1C	·	3	·	-1	-3	·	0	·
COc1ccc(C=O)cc1COc1ccc(F)cc1F	·	1	·	3	0	·	-3	·
O=C(NCC(=O)N1CCCCCCC1)c1ccccc1Cl	-11	1	-1.6	-8	33	·	-3	-93
C[C@H](CO)N1C[C@H](C)[C@H](CN(C)C(=O)NC2CCCC2)Oc2ncc(-c3cc4ccccc4o3)cc2C1=O	-10	1	-0.9	1	-2	0	0	-2
COc1cccc(CC(NC(C)=O)C(=O)NC2CCN(C(=O)c3ccc(Cl)cc3)CC2)c1 (centres undefined)	-3	-5	0.1	-6	-2	5	4	-1
O=C(c1ccc2c(c1)OCO2)N1C[C@H]2[C@@H](c3ccccc31)[C@@H](CO)N2Cc1ccccc1Cl	-32	-12	-0.5	1	2	3	-2	3
O=C(c1ccco1)N1CCN(C(=O)c2ccccc2OCc2ccc(Cl)cc2)CC1	4	1	0.5	-4	-1	2	-1	-123
Cc1ccc(NC(=O)NCCN2CCN(C(=O)Nc3ccc(C)cc3)CC2)cc1	4	5	·	·	-2	6	-2	6
CC(C)[C@H](NC(=O)c1cccc(S(=O)(=O)N2CCOCC2)c1)C(=O)Nc1nccs1	-8	0	0.0	3	-6	4	4	1
CCOC(=O)CSC(CC)C(=O)Nc1nnc(C(C)C)s1 (centres undefined)	-3	-5	0.0	4	11	5	4	0
CCN(Cc1ccccc1)C(=O)CSc1nc(C)cc2c1C(=O)OC2	·	0	·	-3	1	·	-6	·
CC(C)CCN1CN(S(=O)(=O)c2cccs2)c2nc3ccccc3nc21	·	-3	·	25	14	·	-2	·
Cc1ccc(S(=O)(=O)N2CCCC2C(=O)Nc2nc3c(s2)CCCC3)cc1 (centres undefined)	·	-18	·	5	13	·	0	·
Nc1[nH]ncc1-c1ccc(Cl)cc1	-11	-1	-0.2	2	·	3	-2	-2
COc1ccc(O)c(C(=O)c2cc(SCC(=O)O)c3nc4sc5c(c4c(=O)n3c2)CCCC5)c1	-4	·	3.8	5	·	9	·	34
C[C@H](CO)N1C[C@H](C)[C@H](CN(C)C(=O)c2ccncc2)OCc2ccccc2-c2ccccc2C1=O	1	-5	-0.3	0	-5	-1	2	-3
CCOc1ccc(OCC)c(NC(=O)CSc2nc3c(c(=O)n(C)c(=O)n3C)n2C(C)C)c1	-7	9	·	6	10	5	7	-1
Cc1ccccc1OCC(=O)Nc1ccccc1C(=O)N1CCCCC1	0	-4	-0.2	-7	15	2	5	7
O=C(NCC(=O)N1CCN(S(=O)(=O)c2ccccc2F)CC1)c1ccc2ccccc2c1	1	·	-0.1	-2	-8	-5	·	2
Cc1ccc(OCC(=O)NCCNC(=O)c2ccco2)cc1C	-12	-11	0.1	7	-2	2	-5	8
C[C@H](CO)N1C[C@H](C)[C@H](CN(C)Cc2ccc(Oc3ccccc3)cc2)Oc2ccc(NC(=O)Cc3ccccc3)cc2C1=O	-21	5	0.0	8	4	0	-7	0
Cc1ccc(NC(=S)N2CCCC(O)C2)cc1 (centres undefined)	-19	·	3.3	4	·	0	·	·
c1ccc(-c2nnc(-c3ccccn3)nc2NC2CCCCC2)cc1	-16	2	·	·	·	13	-8	-1
COc1ccccc1/C=N/n1c(N)c(S(=O)(=O)c2cccs2)c2nc3ccccc3nc21	·	12	·	2	41*	·	6	·
O=C(Nc1cccc(OC(=O)c2ccco2)c1)c1ccco1	·	-4	·	-5	7	·	-5	·
Cc1nnc(SCC2=C(C(=O)O)N3C(=O)C(NC(=O)Cn4ncc(Cl)c4C)C3SC2)s1 (centres undefined)	-20	·	4.0	3	·	2	·	·
Cc1ccc(OCCC(=O)OCC(=O)NNC(=O)c2ccccc2)cc1	-9	2	0.0	-6	3	1	2	2
COCCNC(=O)C[C@H]1C[C@H]2c3cc(NC(=O)Cc4ccncc4)ccc3O[C@H]2[C@H](CO)O1	10	-8	0.8	-7	-2	1	3	3
Cc1nc(S(=O)(=O)Cc2ccccc2)nc2c1CCC2	-2	0	·	-1	7	5	0	1
Cc1ccc(S(=O)(=O)Nc2ccc3c(c2)C(=O)N([C@@H](C)CO)C[C@H](C)[C@@H](CN(C)C(=O)Cc2ccccc2)OCCCC[C@@H](C)O3)cc1	26	-8	·	-3	-1	1	1	1
CCCSc1nnc(NC(=O)Nc2ccc(F)cc2)s1	·	-9	·	-6	-2	·	4	·
NC(=S)N=Nc1ccc(NN=C(N)N)cc1	26	45	8.1	33	2	4	2	-7
CN1[C@@H]2c3ccc(-c4ccncc4)c(=O)n3C[C@@H]2[C@@H](CO)[C@@H]1C(=O)NC1Cc2ccccc2C1	-14	11	0.0	1	-1	4	-1	1
CCCCCCCCCCCCCC(=O)O	-16	-4	·	·	2	-4	0	-4

More results follow.
SMILES	RAD52 inh	RAD54 branch	E-sel inducer	ARNT TACC3 PPI	esBAF inh	ERp5 block	PglD inh	CASP6 VEID inh
C[C@@H]1CN([C@H](C)CO)C(=O)c2cc(/C=C/c3ccccc3)cnc2O[C@H]1CN(C)C(=O)C1CCOCC1	8	-18	0.2	-7	-2	?	-4	2
CC(C)NC(=O)CSc1nc2sccc2c(=O)n1-c1ccccc1	-17	5	·	-14	-1	-1	-5	2
COCCNC(=S)NCc1ccc2[nH]c3c(c2c1)CCCC3	-3	7	-0.1	6	-1	0	4	18
COc1ccc(C#Cc2ccc([C@H]3[C@H](CO)N4C(=O)CN(C(=O)NC(C)C)C[C@@H]34)cc2)cc1	6	·	1.3	·	·	-1	·	1
Cn1nccc1NC(=O)COCC(=O)O	-6	·	-0.1	1	·	0	·	0
O=C(NCc1ccc(Cl)cc1)c1cc([N+](=O)[O-])ccc1Cl	10	·	1.1	-2	·	0	·	-2
Nc1ccn(-c2ncc(C(F)(F)F)cc2Cl)c(=O)n1	-24	·	·	13	·	-3	·	5
CC1=C(C(=O)N(C(C)C)C(C)C)CC(CC(=O)NC2CC2)C(=O)N1Cc1ccccc1 (centres undefined)	-11	6	0.3	·	-4	5	-6	0
O=C(Nc1csc(Cl)c1)c1ccccc1	-2	-5	0.0	-6	·	3	-1	1
O=C(O)c1ccc(N/N=C/c2c(F)cccc2Cl)cc1	-16	-4	·	-5	-53	-1	-4	-3
C[C@@H]1CN([C@@H](C)CO)S(=O)(=O)c2ccc(-c3ccc(C#N)cc3)cc2O[C@H]1CN(C)C(=O)C1CC1	9	-6	·	-11	-5	-2	0	-6
Cn1nnnc1SCC(=O)Nc1ccc2c(c1)OCCO2	2	-7	3.8	-11	-52	2	2	-3
C[C@H](CO)N1C[C@H](C)[C@H](CN(C)C(=O)NC2CCCCC2)Oc2ccc(N(C)C)cc2CC1=O	5	4	-0.2	0	-6	-3	-1	2
Cc1ccc(C)c(NC(=O)CN(C)C(=O)COc2ncnc3sccc23)c1	-32	0	0.4	1	6	-1	7	1
CN1CCN(C(=O)C[C@@H]2CC[C@@H]3[C@H](COC[C@H](O)CN3C(=O)C3CCCC3)O2)CC1	-9	-1	-0.1	5	-5	-5	-2	-5
O=C(N/N=C/c1cc([N+](=O)[O-])ccc1O)c1ccc2c(c1)OCCO2	-17	8	0.0	7	-3	-1	0	0
CCn1nc([N+](=O)[O-])c(C(C#N)c2nc3ccccc3n2C)c(Cl)c1=O (centres undefined)	-2	-12	0.3	4	·	-8	-13	10
CCOc1ccc(N2CC(C(=O)NCCc3ccc(F)cc3)CC2=O)cc1 (centres undefined)	-10	-2	·	-2	3	6	-4	1
CCOC(=O)C(CC)n1cnc2c(nnn2-c2ccc(C)cc2)c1=O (centres undefined)	·	1	·	-3	5	·	5	·
CO[C@H]1CN(C)C(=O)c2ccc(NC(C)=O)cc2OC[C@H](C)N(C(=O)Cc2ccccn2)C[C@H]1C	-1	2	-0.3	29	-5	-5	-1	-2
COc1ccc(C(=O)NCc2ccc(-n3cccc3)cc2)cc1OC	0	6	·	·	-5	1	-5	1
C[C@@H]1CCCCO[C@@H](CN(C)CC2CCCCC2)[C@H](C)CN([C@@H](C)CO)C(=O)c2cc(NS(=O)(=O)c3ccccc3)ccc2O1	13	4	-0.1	1	9	0	0	3

Some of these compounds in order of molar mass, high to low:
SMILES	RAD52 inh	RAD54 branch	E-sel inducer	ARNT TACC3 PPI	esBAF inh	ERp5 block	PglD inh	CASP6 VEID inh
CN1CCN(C(=O)C[C@@H]2CC[C@@H]3[C@H](COC[C@H](O)CN3C(=O)C3CCCC3)O2)CC1	-9	-1	-0.1	5	-5	-5	-2	-5
Cc1ccc(C)c(NC(=O)CN(C)C(=O)COc2ncnc3sccc23)c1	-32	0	0.4	1	6	-1	7	1
CCOC(=O)C(CC)n1cnc2c(nnn2-c2ccc(C)cc2)c1=O (centres undefined)	·	1	·	-3	5	·	5	·

Compound activity (PubChem BioAssay)

This is a random part of the collection; any-hit rate near 3.2%.
